# BRCA1 expr up = qHTS Assay to Identify Small Molecule Activators of BRCA1 Expression. AID 624202, 2012. actives 1.1% (n = 380,000). Potency, µM (series often up to 46.1 µM), inactives show at the top dose activation, actives largely listed as activators. MCF7-BRCA1-FFLuc reporter, luminescence, 48 h; response scale: scaled: vehicle 0%, 10 µM genistein 100%; also: nearly all actives have a fitted effect of over 80% in size; some results filed as inactive show a strong effect at the top dose
#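 48 h compound treatment of MCF7-BRCA1-FFLuc cells (phenol-red free MEM, 37 °C), then 15 min with luciferase substrate and luminescence imaging.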
# MBNL1-CUG inh = qHTS Assay for Inhibitors of MBNL1-poly(CUG) RNA binding. AID 2675, 2010. Potency, µM (series often up to 57.5 µM), for the others: at the highest dose activity change, negative = inhibition, usual class: inhibitors. actives 0.036% (n = 280,000). TR-FRET MBNL1-His/biotin-(CUG)12 binding, 665/545 ratio; active = well fitted inhibition curve with a large enough effect in the signal ratio, with a control signal flat, not every such curve was filed as active; inconclusive = small, poorly fitted or top-dose-only effect, or effect the other way, or a change in a side signal; inactive = no such curve, though single readings can be large or run the other way; the % refers to the signal ratio; also: % is scaled to controls: 0 for no effect and ±100 for the full control effect
#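 TR-FRET between His-tagged MBNL1 and biotin-(CUG)12 RNA, detected with Tb anti-His antibody (0.055 ng/ul) and streptavidin-XL665 (5 nM), 60 min at room temperature. Compounds titrated 92 nM to 58 uM; 665/545 nm ratio normalized to buffer and complex controls.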
# VP16 counter = VP16 counterscreen qHTS for inhibitors of ROR gamma transcriptional activity | Drosophila S2 Gal4-VP16 UAS-luciferase, luminescence, 20 h | Potency, µM (series often up to 53.6 µM), for the others: at the top dose activity, negative = inhibition, actives largely listed as inhibitors | actives 3.5% (n = 310,000) | AID 2546, 2010;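 also: Gal4-VP16 expression switched on by copper sulfate through the metallothionein promoter; % is scaled to controls: 0 for no effect and ±100 for the full control effect; nearly all actives have a fitted effect of over 50% in size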
# Rab9 promoter act = qHTS Assay for Rab9 Promoter Activators; Potency, µM (series often up to 9.22 µM), for inactives: at the highest dose activation, negative = inhibition, most hits filed as activators; Huh7 Rab9 promoter-luciferase reporter, luminescence, 24 h; AID 485297, 2010; actives 2.8% (n = 320,000); also: % of control where 0% means no effect; nearly all actives have a fitted effect of over 60% in size
#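 Stable Rab9-luc Huh7, 1500 cells/well, 2 h settle; cmpd in DMSO, 24 h, 37 °C/5% CO2; luciferase reagent 10 min RT; luminescence.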
# p53 reactivator = qHTS assay for re-activators of p53 using a Luc reporter; Potency, µM (top dose mostly 92.2 µM), inactives show at the highest dose activity change, positive = activation, hits mostly activators; actives 0.063% (n = 320,000); H1299 p53-A138V BP100-luciferase reporter, luminescence, 24 h; AID 504706, 2011; also: % of control where 0% means no effect; nearly all actives have a fitted effect of over 45% in size
#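 H1299 (p53-null), stable ts p53-A138V + BP100-Luc; 1000 cells/well, Opti-MEM/10% FBS; cpd 4 pt, 1:5; 24 h, 37 deg C, 5% CO2; detection reagent 10 min RT; luminescence.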
# CXXC DNA block = qHTS Fluorescence Polarization Assay for Inhibitors of MLL CXXC domain - DNA interaction; actives 0.037% (n = 290,000); MLL-CXXC / FITC-HOXA9 DNA fluorescence polarization; Potency, µM (top dose mostly 115 µM), without a hit: at the highest dose activity change, negative = inhibition, hits mostly inhibitors; AID 2662, 2010; active = well fitted inhibition curve with a large enough effect in the polarisation, with a control signal flat, not every such curve was filed as active; inconclusive = small, poorly fitted or top-dose-only effect, or effect the other way, or a change in a side signal; inactive = no such curve, though single readings can be large or run the other way; the % refers to the polarisation
#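 Purified MLL-CXXC (added from a 7 uM solution) was preincubated 5 min at ambient with pinned compounds in 50 mM Tris-HCl pH 7.5, 50 mM NaCl, 1 mM DTT, 0.05% BSA. Fluorescein-labeled HOX-A9 DNA (50 nM solution) followed, 30 min, then polarization read.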
# uPA generation = qHTS for Inhibitors of Cell Surface uPA Generation; actives 0.31% (n = 330,000); cell surface uPA generation assay, qHTS; Potency, µM (highest dose often 38.3 µM), inactives show at the top dose activity change, negative = inhibition, most hits filed as inhibitors; active = well fitted inhibition curve with a large enough effect; inconclusive = small, poorly fitted or top-dose-only effect; inactive = no such curve, though single readings can be large or run the other way; tested in mouse RAW 264.7 cells; also: % is scaled to controls: 0 for no effect and ±100 for the full control effect; nearly all actives have a fitted effect of over 55% in size
# NPC1 promoter act = qHTS Assay for NPC1 Promoter Activators | Huh7 NPC1 promoter luciferase reporter, 24 h | Potency, µM (series often up to 9.22 µM), for the others: at the top dose activation, usual class: activators | actives 2.4% (n = 320,000);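 also: % of control where 0% means no effect; nearly all actives have a fitted effect of over 60% in size; reporter is driven by a mutant NPC1 promoter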
#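 Compounds in DMSO were transferred onto Huh7 NPC1-luciferase reporter cells pre-incubated 2 h; after 24 h at 37 °C, Amplite reagent was dispensed and luminescence recorded 10 min later.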
# ELG1 genotox = qHTS screen for small molecules that induce genotoxicity in human embryonic kidney (HEK293T) cells expressing luciferase-tagged ELG1. HEK293T ELG1-luciferase reporter, luminescence, 16 h. Potency, µM (doses to about 46 µM), for inactives: at the top dose activity change, positive = activation, hits mostly activators. actives 1.3% (n = 330,000). AID 504466, 2011; also: % of control where 0% means no effect; nearly all actives have a fitted effect of over 60% in size
#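 After overnight (16 hr) compound treatment at 37 °C, ELG1-luciferase HEK293T cells were lysed with ONE-Glo; luminescence quantified 30 min later at room temperature.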
# FLuc modulator = qHTS profiling assay for firefly luciferase inhibitor/activator using purifed enzyme and Km concentrations of substrates (counterscreen for miR-21 project); Luciferin 4-monooxygenase (Photinus pyralis), P08659; purified FLuc, Km substrates, luminescence inhibition; Potency, µM (titrated, usually from 57.5 µM), without a hit: top-dose activity change, negative = inhibition, most hits filed as inhibitors; actives 6.9% (n = 360,000); AID 588342, 2011;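 also: plate controls were vehicle for no effect and reference inhibitor for full effect; nearly all actives have a fitted effect of over 55% in size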
# Target sequence (P08659 whole entry, looked up): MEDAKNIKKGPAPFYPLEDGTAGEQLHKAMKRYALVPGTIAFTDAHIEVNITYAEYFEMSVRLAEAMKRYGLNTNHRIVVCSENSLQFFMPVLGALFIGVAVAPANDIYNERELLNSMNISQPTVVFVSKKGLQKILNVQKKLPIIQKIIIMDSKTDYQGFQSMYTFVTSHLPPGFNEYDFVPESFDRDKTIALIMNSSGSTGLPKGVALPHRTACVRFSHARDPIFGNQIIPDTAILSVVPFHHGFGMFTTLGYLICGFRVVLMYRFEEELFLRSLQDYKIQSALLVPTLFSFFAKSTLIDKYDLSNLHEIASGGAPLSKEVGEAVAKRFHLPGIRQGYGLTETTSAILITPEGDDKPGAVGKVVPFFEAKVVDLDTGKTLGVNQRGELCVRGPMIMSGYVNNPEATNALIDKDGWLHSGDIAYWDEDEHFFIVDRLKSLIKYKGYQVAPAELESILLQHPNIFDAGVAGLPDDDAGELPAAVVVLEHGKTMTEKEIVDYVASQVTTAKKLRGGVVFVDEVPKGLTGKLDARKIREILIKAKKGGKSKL
#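 Biochemical qHTS of compounds, final roughly 60 µM downward over six points, against 10 nM purified firefly luciferase using Km concentrations of substrates (10 uM D-luciferin, 10 uM ATP) in Tris acetate pH 7.5 buffer; luminescence output.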
# RORg inh = qHTS for inhibitors of ROR gamma transcriptional activity. Drosophila S2 Gal4-RORgamma UAS-luciferase reporter, 20 h. Potency, µM (top dose mostly 53.6 µM), inactives show at the top dose activity change, negative = inhibition, actives largely listed as inhibitors. actives 5.4% (n = 310,000). AID 2551, 2010; also: % is scaled to controls: 0 for no effect and ±100 for the full control effect; nearly all actives have a fitted effect of over 60% in size
# Target sequence (P51450 whole entry, looked up, the tested form may be a part): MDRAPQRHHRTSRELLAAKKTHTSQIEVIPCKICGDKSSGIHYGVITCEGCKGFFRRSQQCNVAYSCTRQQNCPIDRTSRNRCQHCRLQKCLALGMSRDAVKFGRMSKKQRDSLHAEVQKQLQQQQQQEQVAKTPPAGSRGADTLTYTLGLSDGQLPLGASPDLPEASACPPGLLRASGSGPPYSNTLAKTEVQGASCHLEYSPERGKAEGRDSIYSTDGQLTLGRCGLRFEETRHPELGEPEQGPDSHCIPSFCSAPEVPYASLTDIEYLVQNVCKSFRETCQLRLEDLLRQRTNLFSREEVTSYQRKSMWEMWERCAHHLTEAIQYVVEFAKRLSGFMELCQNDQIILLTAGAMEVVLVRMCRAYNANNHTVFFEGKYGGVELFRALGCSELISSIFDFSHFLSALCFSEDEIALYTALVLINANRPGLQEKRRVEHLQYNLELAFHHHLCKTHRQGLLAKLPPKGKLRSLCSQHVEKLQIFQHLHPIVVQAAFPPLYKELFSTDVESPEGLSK
#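 ROR gamma transcriptional activity was tracked as Gal4-UAS luciferase output in stably transfected Drosophila Schneider cells, with compound added 1 hr before 700 uM copper sulfate induction and a 20 hr ambient-temperature incubation.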
# Numbers without * were called inactive; ? = inconclusive; . = no result given; [ ] = remark or other dose. Unless noted, calls follow the shape of the dose curve; as a rule, active = well fitted curve in the direction sought with a large enough effect; inconclusive = small, poorly fitted or top-dose-only effect, or another doubt; inactive = no such curve, though single readings can be large; an effect the other way counts as inactive or inconclusive. Potency is read from the fitted curve at half-maximal effect. These rows are one share of the data (hit frequency here may not be typical).
SMILES	Rab9 promoter act	p53 reactivator	BRCA1 expr up	uPA generation	ELG1 genotox	NPC1 promoter act	VP16 counter	MBNL1-CUG inh	CXXC DNA block	FLuc modulator	RORg inh
CC(C)(C)C(=O)N1N=C(c2ccc(NS(C)(=O)=O)cc2)CC1c1cccs1 (stereo not given)	4.2%	-0.5%	-54.0%	4.2%	1.7%	-1.1%	2.6%	-1.3%	32.9%[activator]	?	38.2%
NC(=O)COc1ccc(-n2cnnn2)cc1	-3.4%	0.3%	30.9%	15.8%	0.5%	-1.9%	1.0%	-5.3%	11.4%	-1.0%	-11.1%
CCOc1ccc(C(=O)OCC(=O)N2CCCC2)cc1OCC	-0.2%	0.0%	-8.0%	-1.6%	3.2%	-1.3%	-5.1%	-8.4%	0.5%	1.9%	0.6%
CC1CCc2c(c3ccccc3n2C(=O)CCl)C1 (stereo not given)	6.3%	7.6%	-1.2%	-3.4%	11.3%	0.2%	?	-4.7%	12.4%	-15.9%	?
OC(COc1ccc(C2C=CCC2)cc1)CN1CCCCC1 (stereo not given)	0.7%	4.7%	-4.5%	-1.9%	0.0%	0.6%	-5.9%	-5.3%	0.3%	0.2%	6.5%
COc1ccc(-n2c(C)cc(C)c(C(C)=O)c2=S)cc1	-3.9%	4.1%	-5.0%	-0.5%	1.2%	-2.2%	-10.1%	-11.7%[11.5 µM]	9.5%	5.2%	-25.4%
O=C(Cn1nc(-c2ccccc2)ccc1=O)Nc1cccc(NC(=O)c2ccccn2)c1	1.4%	1.3%	.	.	-0.2%	-15.4%	0.8%	.	1.8%	-8.8%	-1.4%
CCn1cc(CNC(=O)/C=C/c2ccc([N+](=O)[O-])cc2)cn1	0.1%	6.5%	23.1%	-3.3%	-3.8%	0.4%	13.2%	?	-2.3%	-1.2%	30.4%
Cc1ccc(NS(=O)(=O)c2c(C)nc3sccn3c2=O)cc1	5.1%	.	-2.6%	-1.9%	-0.7%	-0.6%	2.3%	6.3%	.	2.6%	31.4%
COCCCNC(=O)c1ccc(CS(=O)(=O)c2ccc(OC)cc2)o1	-2.3%	?	-20.5%	-8.9%	-4.8%	-1.6%	2.5%	-3.6%	14.0%	3.0%	15.5%
O=C(CCN1C(=O)c2ccccc2S1(=O)=O)Nc1ccccc1	-1.6%	18.2%	-6.2%	14.1%	-0.3%	-2.1%	2.3%	-4.4%	?	-0.4%	?
O=[N+]([O-])c1ccc(N2CCOCC2)cn1	-4.9%	3.3%	10.5%	-3.5%	-0.9%	-7.1%	-1.0%	?	-5.0%	4.8%	-26.2%
COc1ccc(-c2nc(-c3ccc(Br)o3)no2)cc1OC	3.16µM*	1.8%	31.4%	-2.4%	20.6µM*	?	?	?	-2.7%	?	?
CCOC(=O)c1ccc(N2CN(CC)CNC2=S)cc1	-12.3%	22.2%	3.7%	-11.9%	3.4%	-0.9%	22.1%	1.3%	9.8%	0.0%	-14.3%
CC(=O)c1cccc(NC(=O)N2CCCC2C(=O)NCCC(C)C)c1 (stereo not given)	7.0%	-9.2%	-5.5%	0.3%	-4.8%	-0.6%	-2.1%	3.8%	-4.6%	-0.5%	-1.5%
Cc1ccc2[nH]c(O)c(N=Nc3ccccc3C)c2c1	20.8%	28.6%	-32.3%	-0.9%	0.2%	?	-4.2%	?	?	?	-22.5%
O=[N+]([O-])c1ccc(CSc2nnc(SCc3ccccc3)s2)cc1	2.4%	1.3%	1.3%	-1.7%	1.4%	-2.0%	?	19.4%	2.7%	0.6%	29.1%
CC(C)C1C2=C(CC(C)(C)CC2=O)ON1c1ccccc1 (stereo not given)	-0.3%	1.0%	-0.9%	6.1%	-2.9%	-0.4%	.	8.1%	-7.8%	0.9%	34.1%[0.365 µM]
CCc1nnc(NC(=O)CCN(c2ccc(C)cc2)S(=O)(=O)c2ccccc2)s1	-0.4%	8.5%	-18.8%	5.9%	-1.9%	-1.4%	2.0%	.	8.7%	-1.0%	39.4%
CCCc1c(C(=O)N/N=C/C(C)=C/c2ccco2)nnn1-c1nonc1N	0.0%	4.8%	-15.7%	-28.0%	1.4%	3.6%	8.2%	-0.8%	9.8%	-18.2%	8.3%

# (further entries)
SMILES	Rab9 promoter act	p53 reactivator	BRCA1 expr up	uPA generation	ELG1 genotox	NPC1 promoter act	VP16 counter	MBNL1-CUG inh	CXXC DNA block	FLuc modulator	RORg inh
CC(=O)c1ccccc1NC(=O)COC(=O)c1ccccc1NC(=O)c1ccccc1	5.8%	14.7%	-26.1%	-0.6%	-0.3%	3.3%	2.0%	-33.9%	3.1%	-16.6%	34.8%
Cc1cccc(-n2nc3c(c2NC(=O)c2ccco2)CSC3)c1C	-6.9%	-15.5%	9.7%	.	-6.9%	-2.4%	16.7%	-1.6%	-19.6%	1.4%	3.2%
CCCN(CCC)C1Sc2ccc(C(=O)OC)cc2NC1=O (stereo not given)	1.7%	-1.3%	-5.0%	4.1%	2.9%	-3.4%	0.3%	-3.5%	-12.8%	0.1%	-11.9%
COc1ccc(OC)c(NC(=O)CCNS(=O)(=O)c2ccc3c(c2)c(=O)n(C)c(=O)n3C)c1	-0.7%	0.3%	-1.7%	-0.2%	-4.1%	-6.9%	-6.5%	-13.0%	-5.5%	2.6%	-38.8%
CCOC(=O)c1sc(N)c(C#N)c1CSc1nc2ccc(C)cc2[nH]1	.	.	-41.7%	15.7%	.	.	6.1%	5.0%	15.5%	3.0%	18.4%
C[C@@H](C(=O)Nc1cccc(S(=O)(=O)N2CCOCC2)c1)N1C(=O)C2CC=CCC2C1=O (stereo not given in full)	2.3%	-0.4%	-7.4%	1.7%	-1.5%	1.6%	?	-2.3%	?	-2.2%	-1.0%
CCc1ccc(NC(=O)COC(=O)CCC2CCCC2)cc1	-1.9%	?	-4.3%	3.2%	1.5%	-1.2%	.	.	.	4.1%	.
CCC(=O)Nc1ccc2c(c1)nc(CCNC(=O)c1ccco1)n2C	-4.9%	-3.0%	-4.8%	-1.6%	1.3%	1.3%	-13.4%	-3.2%	-2.1%	-0.9%	2.6%
COc1cc2ccccc2cc1C(=O)Nc1ccc(Cl)cn1	1.41µM*	?	131.8%	18.9%	?	2µM*	22.2%	22.9%	8.1%	?	22.9%
CCN(CC)S(=O)(=O)c1cccc(C(=O)N[C@H](C(=O)OCC(=O)Nc2ccccc2)C(C)C)c1	-0.3%	15.7%	1.7%	-3.5%	14.7%	-2.2%	10.6%	2.4%	-3.3%	-2.9%	?
Cc1cccc(OCC(=O)OC(C)C(=O)Nc2ccc(S(=O)(=O)N3CCCCC3)cc2)c1 (stereo not given)	3.0%	-2.4%	-29.6%	11.8%	-7.9%	4.7%	.	.	.	-17.7%	.
Nn1c(C2CCC2)nc2cc(Cl)ccc2c1=O	-6.0%	13.7%	5.2%	-21.2%	-1.3%	-5.7%	1.2%	-8.5%	2.9%	-2.7%	5.7%[1.91 µM]
CC(NC(=O)CSc1nc2c(c(C(F)(F)F)n1)CCc1ccccc1-2)c1ccccc1 (stereo not given)	0.1%	17.9%	-31.6%	-6.4%	-4.1%	-3.3%	?	-3.4%	1.7%	5.6%	?
O=C(Nc1cccnc1)C1CCC(CNS(=O)(=O)c2cccc3nsnc23)CC1 (stereo not given)	3.2%	-3.5%	-12.4%	3.6%	-5.6%	-3.4%	-19.7%	?	-7.4%	-2.0%	?
CCOC(=O)C1(CC2CC2)CCN(Cc2ccc(OC)cc2F)CC1	-5.5%	-0.5%	-16.8%	-2.1%	-0.5%	0.7%	-7.8%	?	-11.6%	-1.8%	0.5%

# An excerpt of these results, with two lines to a compound:
# Order of results: Rab9 promoter act, p53 reactivator, BRCA1 expr up, uPA generation, ELG1 genotox, NPC1 promoter act, VP16 counter, MBNL1-CUG inh, CXXC DNA block, FLuc modulator, RORg inh
> CCN(CC)S(=O)(=O)c1cccc(C(=O)N[C@H](C(=O)OCC(=O)Nc2ccccc2)C(C)C)c1
    -0.3%, 15.7%, 1.7%, -3.5%, 14.7%, -2.2%, 10.6%, 2.4%, -3.3%, -2.9%, ?
> Cc1cccc(OCC(=O)OC(C)C(=O)Nc2ccc(S(=O)(=O)N3CCCCC3)cc2)c1 (stereo not given)
    3.0%, -2.4%, -29.6%, 11.8%, -7.9%, 4.7%, ., ., ., -17.7%, .

# Bioassay records: PubChem, National Center for Advancing Translational Sciences (NCATS)
